AmpC inh det = blocks E. coli AmpC beta-lactamase in presence of detergent; purified AmpC, nitrocefin hydrolysis with detergent; Potency, µM (doses to about 28.7 µM), without a hit: at the highest dose activity change, negative = inhibition; actives 0.09% (n = 71,000); active means well fitted curve in the direction sought with a large enough effect; inconclusive means small, poorly fitted or top-dose-only effect
Target sequence (P00811 whole entry, looked up): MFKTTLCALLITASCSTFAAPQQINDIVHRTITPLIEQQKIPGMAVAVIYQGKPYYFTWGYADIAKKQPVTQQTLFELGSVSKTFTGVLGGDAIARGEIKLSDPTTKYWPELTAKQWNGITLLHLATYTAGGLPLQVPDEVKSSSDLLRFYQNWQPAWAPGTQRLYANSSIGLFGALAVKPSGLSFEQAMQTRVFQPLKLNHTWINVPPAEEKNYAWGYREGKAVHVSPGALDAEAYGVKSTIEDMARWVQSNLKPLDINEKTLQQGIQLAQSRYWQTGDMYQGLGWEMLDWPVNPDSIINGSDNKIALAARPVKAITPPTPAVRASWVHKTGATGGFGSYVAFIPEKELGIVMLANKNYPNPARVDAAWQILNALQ
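E. coli AmpC (5.3 nM) in 20 mM phosphate pH 7.0 with 0.01% Triton X-100, preincubated 15 min RT with compound; nitrocefin (2 uL of 800 uM stock) hydrolysis followed by 480 nm absorbance every 20 s over 4 min.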
An asterisk follows results filed as active; ? = inconclusive; [ ] = dose if it differs, or a comment. On the % scale 0 is the no-effect control and ±100 the full control effect; potency means the concentration at half of the fitted maximal effect. This is a subset. The share of hits here may be higher or lower than overall.

SMILES | AmpC inh det
CCN(CCCNC(=O)CCNC(=O)Cn1cnc2ccccc2c1=O)c1cccc(C)c1 | -2.9%
Cc1nn(-c2ccc(F)cc2)c2sc(C(=O)OCC(=O)N3CCC(C)CC3)cc12 | 12.0%
Cc1c(C(=O)N(C)Cc2ccccc2)oc2ccc(S(=O)(=O)N3CCCC3)cc12 | 0.9%
COc1cccc(NC(=O)C(C)Oc2ccccc2)c1 (stereo unspecified) | 6.9%
CSc1ccccc1NC(=O)Nc1ccccc1 | -2.7%
COc1ccc(-c2nnc(SC(C)C(=O)Nc3nccs3)n2-c2ccccc2)cc1OC (stereo unspecified) | -3.5%
Cc1ccc(-c2nnc3c4ccccc4c(C)nn23)cc1S(=O)(=O)N1CCN(C)CC1 | -1.4%
COc1cccc(NS(=O)(=O)c2cc(C)ccc2OC)c1 | 23.3%
Cc1ccc(CN2C3=NCCCN3c3ccccc32)cc1 | -1.4%
CCOC(=O)C(Cc1c[nH]c2ccccc12)NC(=O)CNC(C)=O (stereo unspecified) | -2.9%
Cc1ccc(NCc2nnc(SCC(=O)c3ccc4c(c3)OCCO4)o2)c(C)c1 | 11.1%
Cc1ccccc1-c1ccc2ncnc(NC3CC3)c2c1 | 7.0%
COc1cc2c(cc1OC)CN(C(=O)C(C)(C)C)CC2 | 3.2%
CC[C@@H](C)[C@H](NC(=O)OC(C)(C)C)c1nnc(S(=O)(=O)Cc2cc(C)ccc2C)o1 | ?
CCCNC(=O)c1ccc(SC)cc1OC | -1.4%
CC(C)c1ccc(S(=O)(=O)N2CCN(CCC(=O)Nc3ccc(N(C)C)cc3)CC2)cc1 | 0.1%
COCCn1nnnc1C1(N(Cc2cc3cc(C)ccc3[nH]c2=O)CC2CCCO2)CCN(C)CC1 (stereo unspecified) | -2.6%
Cc1cc(C)n(CCO)c(=O)n1 | -1.4%
CCc1nc(N)nc(N)c1-c1ccc(Cl)cc1 | 8.7%
Cc1ccc2c(c1)C1CN(C)CCC1N2C(=O)COc1ccc(S(=O)(=O)N2CCOCC2)cc1 (stereo unspecified) | -0.8%
CCCC/C=C/C(NC(=O)C(C)(C)C)c1ccccc1 (stereo unspecified) | -1.6%
CCOC(=O)N1C(=O)c2cc(OC)ccc2S1(=O)=O | ?
COCc1cc(C)nc2sc(C(=O)OC)c(N)c12 | -2.9%
O=C(C1CCCN(S(=O)(=O)c2cccc3nsnc23)C1)N1CCN(c2ccccn2)CC1 (stereo unspecified) | 2.3%
CCc1ccc(C2CC(c3ccccc3)Nc3nc(N)nn32)cc1 (stereo unspecified) | 8.1%
Nc1ncnc2nc(N3CCN(C(=O)c4ccccc4)CC3)[nH]c12 | -2.6%
O=c1[nH]c2ccccc2n1CCCSCCCn1c(=O)[nH]c2ccccc21 | -2.6%
CCOC(=O)C1CCN(Cc2ccc(O)c(OC)c2)CC1 | -2.7%
CCOC(=O)CSc1nc2ccccc2c(=O)n1CC1CCCO1 (stereo unspecified) | -3.5%
CCS(=O)(=O)NCCc1csc(-c2cccnc2)n1 | 11.6%
CCN(CC)S(=O)(=O)c1ccc(F)cc1 | -3.8%
CC(C)CCn1nc(C(=O)OC(C)C(=O)NC(N)=O)c2ccccc2c1=O (stereo unspecified) | 5.7%
Cc1ccc(-c2csc3n[nH]c(=S)n23)cc1 | -0.9%
CCN(CC)CCCN=C(C)c1c(O)n(-c2ccc(C)cc2)c(=O)[nH]c1=O | -3.2%
NC[C@@H]1O[C@@H](O[C@H]2[C@@H](O)[C@H](O[C@@H]3[C@H](O)[C@H](N)C[C@H](N)[C@H]3O[C@@H]3O[C@@H](CO)[C@H](O)[C@H](O)[C@@H]3N)O[C@H]2CO)[C@H](N)[C@H](O)[C@@H]1O | -0.4%
Brc1cccc(-c2nc(-c3ccncc3)no2)c1 | -0.2%
COc1ccc(S(=O)(=O)N(CC(=O)N2CCN(c3ccccc3OC)CC2)c2ccccc2)cc1 | -4.5%
O=C(CCCCn1c(=O)c2ccccc2n(CC(=O)NC2CCCC2)c1=O)NCc1ccco1 | 9.6%
CCOC(=O)C1CCCN(C(=O)c2cc3c(-c4cccc(OC)c4)nn(C)c3s2)C1 (stereo unspecified) | -3.4%
CN1CC(=O)N(CC(=O)Nc2ccc(N(C)C)cc2)c2ccccc2C1=O | -2.5%
CCOCCCNC(=O)C(NC(=O)c1cnccn1)c1ccc(OC)cc1 (stereo unspecified) | -5.8%
CCOc1ccc(-c2nnc3sc(COc4ccc(Cl)cc4)nn23)cc1 | -6.6%
Cc1ccc(CC2SC(=O)NC2=O)cc1Cl (stereo unspecified) | 11.3%
N#CCSc1nc2scc(-c3cccs3)c2c(=O)n1CCc1ccccc1 | 0.5%
CC1CCCCN1C(=O)CSc1ccc(-c2ccc(F)cc2)nn1 (stereo unspecified) | -4.5%
COc1ccc(N2CCN(CCCNS(=O)(=O)c3ccc4c(c3)oc(=O)n4C)CC2)cc1 | 5.2%
c1cncc(-c2nc3ccccn3c2Nc2ccc3c(c2)OCCO3)c1 | 3.0%
CCOc1ccc(C(N)=O)cc1OC | 3.5%
Nc1nc(CN2CCN(c3ccccn3)CC2)nc(Nc2ccc(F)cc2)n1 | 5.8%
O=C(CCc1nc(-c2ccccc2F)no1)NC1CCN(Cc2ccccc2)CC1 | -1.0%

New compounds follow
SMILES | AmpC inh det
O=C1N[C@@]2(CN3CCC2CC3)C(=O)N1CN(Cc1ccccc1)c1ccccc1 | -2.2%[5.75 µM]
COc1ccc(CNC(=O)C2CCCN(S(=O)(=O)c3c(C)nn(C)c3C)C2)cc1 (stereo unspecified) | 3.1%
COc1[nH]c(/N=C/c2ccccc2)c(C#N)c1C#N | -1.1%
CCOc1cccc(NC(=O)C(Cc2cccs2)c2nn[nH]n2)c1 (stereo unspecified) | 5.7%
O=C(CCN1C(=O)C2C3C=CC(C3)C2C1=O)N1CCN(c2ccc(F)cc2)CC1 (stereo unspecified) | -4.0%
C/C(=C\c1ccco1)C1C(C#N)=C(N)OC2=C1C(=O)CC(C)(C)C2 (stereo unspecified) | -11.8%
CC(C)C[C@@H](CC(=O)N[C@@H](CCC(=O)O)CC(=O)O)NC(=O)[C@@H]1CNCC[C@H]1NC(=O)C[C@H](CCCN)NC(=O)C[C@H](CO)NC(=O)[C@@H]1CNCC[C@H]1N | -6.6%
CCCOc1ccc(C2(C(=O)O)CCCC2)cc1 | -2.7%
COC(=O)C(C)Oc1ccc(=O)[nH]n1 (stereo unspecified) | -0.9%
CC(=O)NC(Cc1cnc[nH]1)C(=O)O (stereo unspecified) | -0.8%
O=C(O)CN(CCOCCOCCN(CC(=O)O)CC(=O)O)CC(=O)O | -4.3%
COc1ccccc1N1CCN(C(=O)CCNS(=O)(=O)c2ccc(Br)s2)CC1 | 12.0%
CC(=O)NCCn1c(SCc2ccccc2F)nc2ccccc2c1=O | -0.8%
COc1ccc(NC(=O)C2CCCN(S(=O)(=O)c3cccc4cccnc34)C2)cc1 (stereo unspecified) | 7.4%
O=C1c2ccccc2C(=O)N1CSc1nnnn1-c1ccccc1 | 4.7%
Cn1cccc1Cc1nnc(SCC(=O)Nc2ccc3c(c2)OCCO3)n1CCc1ccccc1 | 7.6%
NC(=O)CCCCC(=O)OCCCc1cccs1 | -0.2%
CC12CCCCC1c1ccccc1C(=NCC(=O)O)N2 (stereo unspecified) | 9.9%
CC1(C)CC(CCNC(=O)c2ccc(-n3cnnn3)cc2)CC(C)(C)N1 | -3.5%
COC(=O)Cn1c(CN2CCC(Cc3ccccc3)CC2)nc2c1c(=O)n(C)c(=O)n2C | -2.9%
CCOC(=O)CSc1nnc(CNC(=O)c2cccs2)n1-c1cccc(C)c1 | 6.5%
O=C(O)Cn1cc2c(n1)CCCC2 | -4.2%
O=C(NCc1ccco1)C1CCC(N2C(=O)c3ccccc3C2=O)CC1 (stereo unspecified) | 1.1%
COc1ccc(N2CCN(c3oc(-c4ccccc4OC)nc3C#N)CC2)cc1 | -0.9%
O=C(Nc1ccc(F)cc1)N1CCC(c2nc3c(nnn3Cc3cccc(Cl)c3)c(=O)[nH]2)CC1 | 8.4%

Some of these compounds in order of length of the SMILES, largest number first:
SMILES | AmpC inh det
Cn1cccc1Cc1nnc(SCC(=O)Nc2ccc3c(c2)OCCO3)n1CCc1ccccc1 | 7.6%
CC1(C)CC(CCNC(=O)c2ccc(-n3cnnn3)cc2)CC(C)(C)N1 | -3.5%
O=C(O)CN(CCOCCOCCN(CC(=O)O)CC(=O)O)CC(=O)O | -4.3%
COc1[nH]c(/N=C/c2ccccc2)c(C#N)c1C#N | -1.1%
COC(=O)C(C)Oc1ccc(=O)[nH]n1 (stereo unspecified) | -0.9%
O=C(O)Cn1cc2c(n1)CCCC2 | -4.2%

The results go on:
SMILES | AmpC inh det
O=C(c1c(F)c(F)c(F)c(F)c1F)N1CCN(c2cccc(C(F)(F)F)c2)CC1 | -4.6%
O=S(=O)(NCc1csc(-c2ccccc2)n1)c1ccc(Cl)s1 | 10.1%
CCOC(=O)N1CCN(C(=O)CN(c2ccc(C)cc2)S(=O)(=O)c2c(C)noc2C)CC1 | 0.4%
CC(=O)NS(=O)(=O)c1ccc(NS(=O)(=O)c2ccc(F)cc2)cc1 | 0.3%
Cc1nc2c(C(=O)NCCc3ccccc3)c[nH]n2c(=O)c1Cl | 1.3%
COc1ccc(NC(=O)CN2c3cccc4cccc(c34)S2(=O)=O)cc1 | 9.0%
O=C(c1ccco1)N1CCN(c2ncnc3sc4c(c23)CCC4)CC1 | -3.6%
COc1ccc(N2CCN(c3nc4c(c(=O)[nH]c(=O)n4C)n3Cc3ccccc3Cl)CC2)cc1 | 12.0%
CCCc1ccc(C(=O)CCC(=O)O)cc1 | 9.5%
CC(=O)n1c2ccccc2c2nc(NC(C)C)sc21 | -2.5%
O=C(O)CCCCCNS(=O)(=O)c1c(Cl)cccc1Cl | -2.5%
Cc1cccc(-n2nnnc2SCn2nnc3ccccc3c2=O)c1 | 8.6%
COc1ccc2c(=O)c3c(=O)n(Cc4ccco4)c(C(C)C)nc3oc2c1 | -0.8%
O=C(NCCc1ccc(Cl)cc1)C1CC(=O)N(C2CCCCC2)C1 (stereo unspecified) | 4.7%
NC[C@H](O)C1CCCCCCC1 | -4.1%
COc1ccc(S(=O)(=O)N2CCN(S(=O)(=O)c3ccc(C(F)(F)F)cc3)CC2)cc1C | 10.0%
Cc1nc(CSc2nc3[nH]ncc3c(=O)n2-c2ccccc2)cs1 | -1.0%
CCC(=O)O[C@H]1CC[C@H]2[C@@H]3CCC4=CC(=O)CC[C@]4(C)[C@H]3CC[C@]12C | 1.5%[12.8 µM]
Cc1ccc(NCc2nnc(SCC(=O)Nc3cccc(O)c3)n2CC2CCCO2)c(C)c1 (stereo unspecified) | 5.3%
Cn1c(C(=O)N2CCCC2)cc2c(=O)n(C)c3ccccc3c21 | 11.5%
Cc1ccc(Br)cc1S(=O)(=O)N1CCN(c2ccccc2)CC1 | -1.7%
O=C(NCCc1ccccc1)c1cccnc1N1CCCCCC1 | 7.6%
CCCCNC(=O)CSc1nc2ccc(N3CCOCC3)cc2c(=O)n1CCc1ccccc1 | 0.1%
Cc1ccc(-n2nc(-c3ccc(N)cc3)cc2N)cc1 | 8.6%
CC(=O)c1cccc(NC(=O)NCc2ccccn2)c1 | -3.7%

Part of the list above, field by field:
> Cc1ccc(Br)cc1S(=O)(=O)N1CCN(c2ccccc2)CC1
  AmpC inh det: -1.7%

> O=C(NCCc1ccccc1)c1cccnc1N1CCCCCC1
  AmpC inh det: 7.6%

> CCCCNC(=O)CSc1nc2ccc(N3CCOCC3)cc2c(=O)n1CCc1ccccc1
  AmpC inh det: 0.1%

> Cc1ccc(-n2nc(-c3ccc(N)cc3)cc2N)cc1
  AmpC inh det: 8.6%

Carrying on.
Compound	AmpC inh det
CCOC(=O)/C=C1\SCC(=O)N1CC(=O)Nc1ccccc1OC(F)F	13.9%
Cc1ccc(OCC(=O)Nc2ccc(-c3nc4ncccc4o3)cc2)cc1	0.1%
Cc1oc(-c2ccc(Cl)cc2)nc1CSCC(=O)NCCCN1CCOCC1	-3.9%
Cn1c(=O)oc2cc(S(=O)(=O)NCCC(=O)N3CC=C(c4ccccc4)CC3)ccc21	-2.8%
COc1cccc(-c2nccc(NCc3cccc(C)c3)n2)c1	10.2%
COc1cc(C(=O)O)nc2ccccc12	-2.4%
CCC(=O)NC(c1ccccc1)c1nc2ccccc2[nH]1 (stereo unspecified)	-5.2%
CCS(=O)(=O)N1CCCC(C(=O)NCc2ccc3c(c2)OCO3)C1 (stereo unspecified)	-2.8%
CCNc1ncc2nc(-c3cn(C)c4ccccc34)c(=O)n(-c3ccc(OC)cc3)c2n1	-1.4%
O=C(O)CC(c1ccccc1)c1ccccc1	12.3%
COc1ccc(-c2c3c(=O)n(C)c(=O)n(C)c3cn2Cc2cccnc2)cc1	-2.0%
O=C(Cn1cc2c(n1)CCCCC2)NCc1ccccc1	0.4%
CCN(CC)CCn1c(-c2ccccc2)nc2c(NCc3ccccc3)nc(C)nc21	17.6%
CCOC(=O)c1sc(NC(=O)c2ccc(CC)s2)nc1C	-1.0%
CCCCN(CC)C(=O)CN(C)S(=O)(=O)c1cccc2nsnc12	-3.5%
Cc1ccc(CNC(=O)C2CCN(S(=O)(=O)c3cccs3)CC2)o1	8.5%
CN(C)C(=O)c1ccc(-c2cc(N(C)Cc3ccco3)ncn2)cc1	8.3%
CCC(=O)N1CCc2cc(S(=O)(=O)NCCCN(CC)Cc3ccccc3)ccc21	-1.4%
COc1cc(C)c(S(=O)(=O)Nc2ccc(CC(=O)O)cc2)cc1C	11.4%
CC(=O)N1CCc2cc(S(=O)(=O)NC(CC(C)C)C(=O)N3CCn4c3nc3ccccc34)ccc21 (stereo unspecified)	-1.9%
COc1ccc(-c2cc(CCCC(=O)NCc3ccccn3)no2)cc1	13.7%
CCc1ccc(CNc2ccc(N3CCN(C(C)=O)CC3)cc2)cc1	13.4%

Source: PubChem BioAssay (National Center for Advancing Translational Sciences (NCATS))
